Assay outcomes as filed in PubChem BioAssay.
MBNL1 CUG block – blocks human MBNL1 binding to CUG repeat RNA; Q9NR56; TR-FRET MBNL1-His/biotin-(CUG)12 binding, 665/545 ratio; Potency, µM (top dose mostly 57.5 µM), without a hit: at the highest dose activity change, negative = inhibition, usual class: inhibitors; 280,000 tested, 0.036% active; active means well fitted inhibition curve with a large enough effect in the signal ratio, with a control signal flat, not every such curve was filed as active; inconclusive means small, poorly fitted or top-dose-only effect, or effect the other way, or a change in a side signal; inactive means no such curve, though single readings can be large or run the other way; the % refers to the signal ratio; further: potency means the concentration at half of the fitted maximal effect; on the % scale 0 is the no-effect control and ±100 the full control effect
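His-tagged MBNL1 binding to biotinylated (CUG)12 RNA was measured by TR-FRET using terbium anti-His antibody (0.055 ng/ul final) and streptavidin-XL665 (5 nM final). Compounds were titrated 92 nM to 58 uM; 60 min at room temperature.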
TRPV1 ag – agonists of human vanilloid receptor 1 (TRPV1) | 320,000 tested, 0.19% active | Q8NER1 | AID 540275 | TRPV1-expressing cells, Fluo-8 calcium influx, agonist mode | activation, % at 8.33 µM; in the data active means activation above about 80%; inconclusive means between about 30% and that limit; further: 0% is about no effect
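Fluo-8 calcium influx in TRPV1-expressing cells, kinetic read (ex 480/em 520 nm). Compound added and read 3 min for agonist activity, followed by capsaicin at EC20 final and 2 min further read for enhancement.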
CXXC DNA block – blocks binding of human MLL CXXC domain to DNA | MLL-CXXC / FITC-HOXA9 DNA fluorescence polarization | 290,000 tested, 0.037% active | Q03164 | Potency, µM (series often up to 115 µM), for inactives: top-dose activity change, negative = inhibition, usual class: inhibitors; active means well fitted inhibition curve with a large enough effect in the polarisation, with a control signal flat, not every such curve was filed as active; inconclusive means small, poorly fitted or top-dose-only effect, or effect the other way, or a change in a side signal; inactive means no such curve, though single readings can be large or run the other way; the % refers to the polarisation; further: potency means the concentration at half of the fitted maximal effect
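Purified MLL-CXXC (added from a 7 uM solution) was preincubated 5 min at ambient with pinned compounds in 50 mM Tris-HCl pH 7.5, 50 mM NaCl, 1 mM DTT, 0.05% BSA. Fluorescein-labeled HOX-A9 DNA (50 nM solution) followed, 30 min, then polarization read.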
a7 integrin act – activators of alpha7 integrin expression for muscular dystrophy | 350,000 tested, 0.064% active | alpha7betagal myoblasts, beta-gal FDG fluorescence, 48 h | AID 624291 | Potency, µM (series often up to 38.3 µM), for inactives: at the top dose activation, actives largely listed as activators;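 further: potency means the concentration at half of the fitted maximal effect; 100% = response of the positive control SU9516; nearly all actives have a fitted effect of over 60% in size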
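Alpha7betagal+/- myoblasts (passage 13) were plated 16-24 hr, then exposed to compounds (1:260 dilution of DMSO stock) for 48 hours at 37C. After MPER lysis, β-galactosidase reporter activity was read as FDG fluorescence (ex 480/em 540) after 30 minutes.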
AT treatment – potential ataxia-telangiectasia treatments restoring KAP-1 phosphorylation; […] A-T fibroblasts, KAP-1 phosphorylation AlphaLISA; neocarzinostatin DNA damage 30 min before lysis; Potency, µM (series often up to 57.5 µM), for the others: top-dose activation, actives largely listed as activators; 320,000 tested, 0.19% active; further: potency means the concentration at half of the fitted maximal effect; % of control where 0% means no effect; nearly all actives have a fitted effect of over 45% in size
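hTERT-immortalized A-T patient fibroblasts ([…]), 500 cells/well in OPTI-MEM, 1% FBS, got compounds for 60 min, then NCS for 30 min at 37C. Lysates were then assayed for phospho-KAP-1 by AlphaLISA (anti-pKAP1 donor, anti-KAP1 acceptor beads), 6 hr at 25C.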
KCNH2 WT inh – KCNH2 (human, wildtype) channel inhibition; Q12809; U2OS, BacMam KCNH2, thallium flux FluxOr; active compounds read low; activity change, % at 1.84 µM; 340,000 tested, 0.37% active; AID 720551;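 active means maximum activity change below -70%; inconclusive means maximum activity change between -70% and -50%; inactive means maximum activity change above -50%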; further: on the % scale 0 is the no-effect control and ±100 the full control effect
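U2OS cells transduced with wild-type KCNH2 virus are loaded with FluxOr dye for 45 min, and thallium flux is measured in kinetic reads before and after stimulation buffer. Rate constants are normalized to DMSO controls.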
ASM inhibitor – inhibitors of human secretory acid sphingomyelinase | placental ASM, HMU-PC fluorogenic substrate, 60 min | 340,000 tested, 0.006% active | AID 504937 | P17405 | Potency, µM (top dose mostly 57.5 µM), without a hit: top-dose activity change, negative = inhibition, usual class: inhibitors; further: potency means the concentration at half of the fitted maximal effect
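HMU-PC0 cleavage (9 uM final) by human placental ASM, 60 min at 37 °C following 10 min compound exposure at RT; stopped at pH 10, fluorescence Ex 386/Em 447 nm.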
GALK inh – galactokinase (human) inhibition; P51570; 270,000 tested, 0.007% active; AID 1868; Potency, µM (top dose mostly 57.5 µM), without a hit: at the top dose activity change, negative = inhibition, most hits filed as inhibitors; Purified GALK, Kinase-Glo residual ATP luminescence; further: potency means the concentration at half of the fitted maximal effect; on the % scale 0 is the no-effect control and ±100 the full control effect
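Kinase-Glo Plus luminescence measured ATP left after a 1 h room-temperature reaction. The reaction used 5 nM GALK, 100 uM galactose and 35 uM ATP at pH 8.0 (20 mM HEPES, 5 mM MgCl2, 60 mM NaCl, 1 mM DTT, 0.01% BSA).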
Coupling enz – counter-screen for Giardia aldolase inhibitors: coupling enzyme system; coupling enzyme system counterscreen, AmpLite Red fluorescence; activity change, negative = inhibition, % at 58.2 µM, hits read low; 290,000 tested, 0.67% active; AID 2472; in the data active means activity change below about -30%; further: on the % scale 0 is the no-effect control and ±100 the full control effect
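Activity here indicates interference with the coupling reaction, not aldolase inhibition. Compounds at 57.5 uM final met coupling enzymes for 10 min at RT; substrate and AmpLite Red detection followed, with a 525/598 nm fluorescence read after 20 min.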
KCNH2 3.1 block – blocks the human KCNH2 3.1 channel isoform; U2OS KCNH2 3.1, thallium flux FluxOr; active compounds read low; activity change, % (tested at about 1.8 µM); 340,000 tested, 0.95% active;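 active means maximum activity change below -70%; inconclusive means maximum activity change from -70% to -50%; inactive means maximum activity change above -50%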;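 further: thallium influx rate constant from kinetic fluorescence after stimulation buffer; on the % scale 0 is the no-effect control and ±100 the full control effect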
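Kinetic fluorescence (2 min after stimulation buffer) measures Tl+ influx through KCNH2 3.1 expressed by viral transduction in U2OS cells; the rate constant is normalized against DMSO controls serving as positive and negative references.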
An asterisk follows results filed as active; ? = inconclusive; . = no result given; [ ] = another dose, or the depositor's remark. Unless noted, the call rests on the fitted dose curve; in most records, active means well fitted curve in the direction sought with a large enough effect; inconclusive means small, poorly fitted or top-dose-only effect, or another doubt; inactive means no such curve, though single readings can be large; an effect the other way counts as inactive or inconclusive. The order is random; overall some 2% were active at least once.

Below each SMILES: MBNL1 CUG block	TRPV1 ag	CXXC DNA block	a7 integrin act	AT treatment	KCNH2 WT inh	ASM inhibitor	GALK inh	Coupling enz	KCNH2 3.1 block
> CC(=O)c1cc2c(cc1NC(=O)c1cnc(C)cn1)OCO2
→ 12%	-3	-6%	16%	1%	10	-1%	-4%	0	21
> C=CCOc1ccc(/C=C/C(=O)OCC(=O)NCC2CCCO2)cc1 (stereo not drawn)
→ .	3	.	6%	-2%	6	2%	.	.	1
> CCNc1nc(NC(C)C)nc(N(C#N)CCOc2ccc(Cl)cc2Cl)n1
→ -2%	15	11%	-21%	-5%	-4	-12%	3%	-3	-22
> Cc1ccc(NC(=O)c2nc[nH]c2C(=O)N2CCCCC2)c(C(=O)c2ccccc2)c1
→ -5%	6	9%	-7%	3%	-1	-9%	1%	5	6
> CCN(CCCNC(=O)c1c(C)cc(=O)oc1C)c1ccccc1
→ 1%	25	-4%	-35%	0%	-4	1%	-5%	2	-8
> COc1ccc(C(C(=O)NCc2ccc(F)cc2)N(C(=O)c2csnn2)C2CC2)cc1 (stereo not drawn)
→ -2%	7	4%	40%	-1%	-1	3%	1%	-1	15
> CCN(CC(=O)NCc1cccs1)C(=O)c1ccc(OC)c(S(=O)(=O)N2CCOCC2)c1
→ .	0	.	-17%	4%	15	7%	.	.	26
> COC(=O)c1sccc1NC(=S)Nc1cc(OC)ccc1OC
→ 4%	-2	10%	15%	0%	-10	2%	0%	-4	-10
> COc1cc(OC)cc(C(=O)NCCCCc2ccccc2)c1
→ .	.	.	-28%	.	-12	4%	.	.	3
> COC(=O)C1=C(C)N=C2SC(C)C(=O)N2C1c1cccs1 (stereo not drawn)
→ 11%	6	15%	-8%	5%	23	0%	4%	3	0
> COC(=O)C1=C(C)NC(=O)C1(Nc1ccc(Cl)cn1)C(F)(F)F (stereo not drawn)
→ 4%	-7	0%	6%	-7%	1	0%	-2%	1	3
> COc1ccc(CN(C)Cc2nc(Cc3ccccc3Cl)no2)cc1OC
→ -4%	4	-13%	-50%[inhibitor]	1%	7	7%	-1%	2	10
> COc1cc2c(cc1OC)C(c1ccc(-c3cc(Cl)ccc3Cl)o1)=NCC2
→ -5%	23	16%	-19%	.	5	226%[activator]	5%	-9	-24
> S=C(N/N=C/c1cccs1)NC1CC2CCC1C2 (stereo not drawn)
→ 6%	13	9%	-30%	-7%	-3	-9%	0%	2	-16
> O=C1c2ccccc2C(=O)N1CC#CCN1CCN(C(c2ccccc2)c2ccccc2)CC1
→ -3%	10	18%	-10%	-5%	-3	-5%	-1%	-5	-18
> CCCNC(=O)c1onc(CSc2ccc(Cl)cc2)c1C(=O)NCC1CC1
→ .	?	.	36%	14%	-11	-5%	.	.	-25
> CCOc1ccc(OCCC(=O)OCC(=O)NC2CCCCC2)cc1
→ -1%	11	0%	7%	5%	13	0%	2%	0	11
> COc1cc(-c2noc(CCC(=O)Nc3cccnc3)n2)cc(OC)c1OC
→ -2%	13	13%	9%	3%	-16	0%	1%	-4	26
> CCC1(CC)Nc2ccccc2C(=O)N1c1ccc(OC)cc1
→ 0%	2	3%	?	1%	-1	396%[activator]	13%	1	-16
> COc1cc(NC(=S)N2CCCC2)cc(OC)c1
→ 2%	-3	7%	-11%	1%	12	8%	0%	.	-12
> CCOCCN1CCN(c2c(CC)c(C)nc3cc(-c4cc(OC)cc(OC)c4)nn23)CC1
→ -14%	-3	6%	-9%	16%	-15	-3%	-3%	0	-21
> COc1cccc(C(=O)Nc2nnc(-c3ccc(F)cc3)o2)c1
→ 3%	3	4%	-36%	11%	4	6%	-2%	0	6
> CC1(C)CC(=O)C(C=Nc2ccncc2)=C(O)C1
→ .	.	.	41%	.	37	4%	.	.	12
> CN(C)CCCNC(=O)C(=O)Nc1cc2c3c(c1)CCC(=O)N3CCC2
→ -1%	0	32%	-36%	-3%	-1	-2%	-1%	0	22
> Cc1c(-n2cc(C(=O)O)c(=O)c3cc(F)c(N4CCCC(O)C4)c(F)c32)c(=O)n(-c2ccccc2)n1C (stereo not drawn)
→ -8%	-12	4%	-1%	13%	16	18%	-1%	2	.
> Cc1ccccc1C(=O)N1CCC(C(=O)N(CC(C)C)c2c(N)n(CC(C)C)c(=O)[nH]c2=O)CC1
→ .	-5	.	10%	3%	6	-1%	.	.	16
> CCOC(=O)[C@@H]1[C@H]2COc3cc(OC)ccc3[C@@H]2N2C(=O)N(c3ccc(C)cc3)C(=O)[C@]12C
→ .	.	.	28%	.	18	-1%	.	.	14
> Cc1oc(-c2ccc(Cl)cc2)nc1CN1CCC(C(=O)NCc2ccco2)CC1
→ -5%	-2	3%	-6%	-2%	18	6%	0%	7	-71*
> CCc1nccn1CCC(=O)NC1CC(C)(C)Cc2c1cnn2-c1ccc(OC)cc1 (stereo not drawn)
→ -3%	-2	-2%	-27%	6%	5	1%	3%	1	19
> CCCS(=O)(=O)N1CCC(C(=O)NC2CCC(C)CC2)CC1 (stereo not drawn)
→ 0%	7	5%	15%	3%	-12	1%	-1%	2	-1
> CCCc1cc(=O)[nH]c(SCC(=O)c2[nH]c(C)c(C(=O)OCC)c2C)n1
→ 8%	-6	-1%	6%	-1%	-12	0%	2%	3	-33
> CC(C)(C)C1CCc2c(sc(NC(=O)C3CC=CCC3C(=O)O)c2C#N)C1 (stereo not drawn)
→ .	-1	-3%	-8%	-4%	25	9%	1%	7	9
> COc1ccc(CNC(=O)C2CCN(S(=O)(=O)c3ccc4c(c3)CC(C)N4C(C)=O)CC2)cc1 (stereo not drawn)
→ -6%	0	2%	-38%	8%	-3	1%	4%	0	-18
> CCOC(=O)c1sc(N2N=C(C)C(N=Nc3cccc(C)c3)C2=O)nc1C (stereo not drawn)
→ -5%	3	-10%	13%	2%	-14	-16%	-4%	4	-7
> CN(CCOC(=O)C1c2ccccc2Oc2ccccc21)C(C)(C)C
→ -9%	-3	2%	21%	-10%	-9	0%	0%	2	1
> CN(C)c1ccc(/C=C/C(=O)c2ccc(C(C)(C)C)cc2)cc1[N+](=O)[O-]
→ 6%	0	-1%	-44%	.	-8	-29%	1%	1	-43
> CCNC(=O)COc1cc(C)c(Cl)c(C)c1
→ -1%	29	2%	12%	22%	-13	6%	-3%	0	-5
> COc1cc(CN2CCNC(=O)C2CC(=O)NC2CCCC2)cc(OC)c1 (stereo not drawn)
→ 6%	-4	1%	-40%	6%	-7	3%	3%	-7	2
> CCCn1c(C)cc(/C=C(\C#N)C(=O)OCC(=O)N(C)c2c(N)n(Cc3ccccc3)c(=O)[nH]c2=O)c1C
→ .	1	.	-14%	-7%	-8	-3%	.	.	-3
> CCCCN(CC)CCCNC(=O)c1ccc(CS(=O)(=O)c2c(Cl)cccc2Cl)o1
→ -3%	-1	-4%	-53%[inhibitor]	-7%	24	6%	-3%	-2	-2
> Cc1nnc(N(C)C(=O)c2ccncc2)s1
→ -2%	1	-1%	-7%	1%	-6	2%	0%	0	7
> Cc1nc(-c2ccc(Cl)cc2)sc1C1(C)CC(c2ccc(F)cc2)=NO1 (stereo not drawn)
→ 4%	2	6%	20%	1%	9	-8%	.	1	-14
> CC1CCc2cc(F)ccc2N1C(=O)CCC(=O)O (stereo not drawn)
→ -2%	-1	0%	-9%	5%	-2	3%	2%	1	12
> N#CC1(NC(=O)CSc2nc3ncc(Cl)cc3[nH]2)CCCCC1
→ .	1	.	-9%	-1%	-5	-3%	.	.	-8
> O=C(CNc1ccc(F)cc1)N/N=C/C1CC=CCC1 (stereo not drawn)
→ 1%	0	-2%	4%	-2%	-7	0%	0%	1	-5
> O=S(=O)(c1cccs1)n1cccn1
→ -8%	-1	13%	3%	-3%	-6	1%	0%	1	-6
> O=C(Nc1c(F)cccc1F)C(c1ccccc1)c1ccccc1
→ .	.	.	5%	.	-8	-2%	.	.	6
> O=C(Oc1cccc2c(O)cccc12)c1ccco1
→ .	.	.	-9%	.	-2	-2%	.	.	1
> COc1cccc(NC(=O)c2ccccc2Oc2ccccc2)c1
→ -5%	14	-1%	-13%	4%	9	-4%	.	-2	-8
> Cc1cc(C(=O)N/N=C/c2ccc(Cl)c([N+](=O)[O-])c2)c(C)n1-c1ccc(F)cc1
→ 7%	4	-1%	-37%[inhibitor]	-11%	1	-3%	1%	7	-43
> Clc1ccc(OCCSc2ncccn2)cc1
→ 1%	9	3%	16%	4%	-2	4%	-2%	-2	-2
